# Compound activity as filed in PubChem.
# PGC1a acetyl inh: inhibitors of PGC1a acetylation signal, primary screen, cell-based, U2OS, AlphaScreen, inhibitor mode | hit rate 0.17% among 350,000 | AID 651687, 2012 | inhibition, % at 15.6 µM | AlphaScreen anti-acetyl-lysine; with virally co-expressed GCN5 acetyltransferase;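 active = every replicate shows inhibition of at least 40%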;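 also: 0% = neutral control wells and 100% = positive control wells; some results beyond the cut were filed as inactive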
# F508del corr: F508del CFTR correction, initial screen, CFBE line, single point | CFBE cells, YFP halide quenching; stimulated with forskolin plus potentiator P3; % fluorescence drop versus neutral controls | activity (quench increase), % at 7.58 µM | hit rate 0.36% among 350,000 | AID 720511, 2013;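 active = mean added fluorescence quench of at least 8% versus neutral control, with both replicates also reaching 8%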;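 also: cells transiently co-express mutant CFTR-F508del with the halide-sensitive YFP; corrector assay measuring rescue of mutant channel to the surface after 24 h compound exposure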
# Statin myotox sup: suppressors of statin myotoxicity in C2C12 myotubes, primary screen, cell-based, single point, plate reader. AID 602340, 2012. C2C12 myotubes + simvastatin, ATP luminescence, 48 h; scaled: DMSO 0, geranylgeraniol control 100. hit rate 0.78% among 330,000. rescue of ATP level, % at 7.49 µM;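 active = mean ATP rescue above about 67%, or every replicate alone reaching that limit, limit read from the data, passing the limit was not always enough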;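 also: myotubes were challenged with 10 µM simvastatin during compound exposure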
# miR-122 sensor: miR-122 Renilla sensor signal increase in Huh7, primary screen, miR-122 inhibitor project, cell-based, single point, plate reader; Huh7 miR-122 Renilla luciferase sensor, 48 h; neutral wells = 0, positive control = 100; activation (reporter increase), % at 12.5 µM; hit rate 0.3% among 340,000;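 active = mean replicate activation score at least 90 and every replicate individually at or above 90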;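 also: higher luciferase means less miR-122 activity so hits act as miR-122 inhibitors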
# PglD inh: C. jejuni PglD acetyltransferase inhibitors, primary screen, biochemical, DTNB colorimetric, single point | hit rate 0.098% among 360,000 | inhibition, % at 12.5 µM | UDP-N-acetylbacillosamine N-acetyltransferase PglD (Campylobacter jejuni) | purified PglD enzyme, DTNB colorimetric CoA detection; in the data active = inhibition above about 16%, passing the limit was not always enough; also: strong numbers were not always called active
# GSIS activator: GLuc luminescence reporter in INS-1E cells, primary screen for activators of glucose-dependent secretion of insulin. INS-1E GLuc reporter insulin secretion, 2-3 h. activation, % at 16.6 µM. hit rate 0.61% among 370,000. AID 743287, 2014;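 active = lowest replicate activation of at least 40%, so every replicate reaches that level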;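 also: 0% = median of neutral control wells and 100% = median of IBMX positive control wells; some compounds called inactive have numbers as strong as hits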
# FN deposit inh: inhibitors of fibronectin matrix deposition, primary screen, AH1F cells, Alexa488-fibronectin fluorescence, plate reader; hit rate 0.086% among 350,000; AH1F fibroblasts, overnight; AID 743247, 2014; inhibition, % at 12.6 µM;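 active = mean inhibition across replicates of 30% or more, regardless of how many single replicates reach that level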;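 also: positive control wells lacked labelled fibronectin entirely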
#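 Schedule: 1 h cell adhesion before compound, then overnight fibronectin incubation; test system: AH1F fibroblast monolayer depositing Alexa488-labelled fibronectin into matrix; quantity: 10000 AH1F cells per well; probe or stimulus: fluorescent fibronectin at 24 nM final; signal: fluorescence, ex 485 nm, em 525 nm; evaluation: percent inhibition as loss of matrix-bound fibronectin fluorescence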
# Cneo AK release: Cryptococcus neoformans cell lysis inducers, primary screen, AK release luminescence, single concentration | C. neoformans lysis, adenylate kinase release luminescence, 4 h; normalised: neutral wells 0, clomiphene wells 100 | lysis activity, % at 15 µM | hit rate 0.2% among 360,000 | AID 651654, 2012;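 active = mean lysis activity across replicates of at least 80%, whatever share of replicates individually reach that level; inactive = mean lysis activity below 80%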
#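 Signal: Adenylate kinase release luminescence | Assay system: Log-phase Cryptococcus neoformans yeast cells | Input: Cells at 5 × 10^6 per mL | Buffer or medium: Fresh YPD growth medium | Compound: Single dose | Schedule: Static 4 h at 37 °C with compound, 1 h detection | Controls: Clomiphene | Read-out: Luminescence rise reflecting yeast cell lysis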
# * marks the source's active call; other numbers are inactive results; . = no result given; & = joins results of further samples; [ ] = another dose, or the depositor's remark.
SMILES,PGC1a acetyl inh,F508del corr,Statin myotox sup,miR-122 sensor,PglD inh,GSIS activator,FN deposit inh,Cneo AK release
CC(=O)c1cc(C(=O)N2CCCC(C(=O)c3ccc(Cl)cc3)C2)cs1 (stereo not given),-1,-2.2,.,.,-5,-1,-2,-4
C[C@@H]1CN([C@@H](C)CO)S(=O)(=O)c2ccc(/C=C/c3ccccc3)cc2O[C@H]1CN(C)C(=O)NC1CCCCC1,-1,1.0,-13,0[16.7 µM],0,-15,.,3
Cc1ccccc1Nc1nc(N)nc(COC(=O)[C@@H](NC(=O)c2ccccc2Cl)C(C)C)n1,6,-7.8,5,0,-3,-15,.,1
O=S(=O)(NCC(c1cccnc1)N1CCN(c2ccc(F)cc2)CC1)c1cc(F)ccc1F (stereo not given),-3,.,7,-1,-3,-8,.,-1
CN(Cc1nc(-c2ccccc2)no1)C1CCOCC1,1,1.2,14,-2,6,.,-5,0
CCCOc1ccc(F)cc1-c1cc(C(=O)Nc2ccc(F)c(Cl)c2)[nH]n1,-31,1.8,-6,-14,-25,-6,16,6
Cc1ccc(C(=O)Nc2cccc3cccnc23)cc1Br,0,0.6,.,8,-5,-9,2,1
O=C(c1cc(-c2ccc(Cl)cc2)n[nH]1)N1CCN(C(=O)c2ccco2)CC1,-3,3.3,12,-1,7,8,-3,1
Cc1ccc(C(=O)C2Oc3ccccc3C3CC(c4ccc(C)cc4)=NN23)cc1 (stereo not given),-3,.,.,152*,-3,5,-4,1
Cc1ccc(Cl)cc1N1CCN(C(=S)NCCc2ccccc2)CC1,-1,2.9,.,.,.,-10,6,.
CCC1CCc2c(sc3ncnc(N4CCOCC4)c23)C1 (stereo not given),-1,.,.,-3,0,.,.,-3
O=C1NC[C@@H](Cc2cccc3ccccc23)N(CCC23CC4CC(CC(C4)C2)C3)C1=O,.,1.5,5,.,-3,-13,-5,-4
CC1(C(=O)NS(=O)(=O)c2ccc3c(c2)CCO3)CCN1C(=O)CCc1ccc(Cl)cc1Cl (stereo not given),11,1.9,2,3,0,-8,3,0
NS(=O)(=O)c1ccc(CCN=Cc2ccccc2O)cc1,7,.,.,-8,0,19,3,-1
CC(C)NC(=O)N(C)C[C@H]1Oc2c(NC(=O)Nc3ccc(F)cc3)cccc2C(=O)N([C@@H](C)CO)C[C@H]1C,-4,-0.6,-4,-8[16.7 µM],-1,-11,-6,-10
Cc1ccc(Nc2nc(N)c([N+](=O)[O-])c(NCc3ccccc3)n2)cc1,-4,-0.6,.,-5,-5,-2,14,3
CC1C(=O)N2CCCc3cc(NC(=O)C(=O)NCCc4c[nH]c5ccccc45)cc1c32 (stereo not given),.,0.3,-10,.,6,28,.,-2
Nc1c(Cl)ncnc1N/N=C/c1ccc(O)cc1,-8,2.9,-7,-1,.,3,2,.
Cc1ccc(CC(=O)OCC(=O)c2ccc[nH]2)cc1C,.,-1.1,-3,.,-1,-4,-15,3
CCOC(=O)C1(CCC(=O)OCc2ccccc2)CCCCC1=O (stereo not given),12,-3.5,-3,4,-7,-7,-6,0
C[C@H]1CN([C@@H](C)CO)C(=O)c2cc(C#CC3CC3)cnc2O[C@H]1CN(C)S(C)(=O)=O,16,1.2,63,10[16.7 µM],0,11,-6,35
O=C(C1CCOCC1)N1[C@@H](CO)[C@@H](c2ccccc2)C12CN(CCC(F)(F)F)C2,-4,-2.0,.,.,.,12,3,.
C[C@H]1CN([C@@H](C)CO)C(=O)CCCn2cc(nn2)CO[C@H]1CN(C)C,4,3.8,-15,-1[16.7 µM],1,6,1,-3
CCc1nnc(NC(=O)c2ccc(OC)cc2)s1,3,2.5,-25,-6,-4,1,.,19
CCOC(=O)/C=C1\SCC(=O)N1CC(=O)Nc1ccccc1OC(F)F,6,.,-2,4,-2,3,-6,-2
Cc1cccc(CN(C)C[C@@H]2OCc3cnnn3CCCC(=O)N([C@H](C)CO)C[C@H]2C)c1,5&5&11,0.2&2.1&2.9,3&3&17,2,1,10&-5,11&-6,-1
COCC(=O)Nc1ccc2c(c1)OC[C@H](C)N(C(=O)c1ccccc1F)C[C@@H](C)[C@@H](OC)CN(C)C2=O,2,0.2,3,5[16.7 µM],-2,-6,-12,-3
COc1ccc(C#Cc2ccc3c(c2)[C@H]2[C@H](CCN2C(=O)CN2CCOCC2)[C@H](CO)N3C)cc1,-6,-0.6,5,14[16.7 µM],-1,-4,-8,10
Cc1cc(=O)oc2cc(OCC(=O)N3c4ccccc4NC(=O)C3(C)C)ccc12,.,1.2,4,-1,.,8,-8,.
CC(=O)Nc1cc(-c2ccc(N3CCN(C)CC3)cc2)cn2c(-c3ccc(F)c(Cl)c3)cnc12,1,0.7,1,-28,-11,21,-7,2
O=C(NNC1CC(=O)N(c2ccccc2)C1=O)c1ccco1 (stereo not given),2,-0.7,.,.,.,6,-1,.
C=CCOc1ccc(Br)cc1/C=N/O,-5,.,126*,1,8,.,.,1
O=C(C[C@H]1C=C[C@@H](NC(=O)C2CCC2)[C@@H](CO)O1)NCc1ccccc1Cl,-3,-2.9,2,.,0,2,2,-2
CC1CC(C)CN(CC(O)COC2CC(C)CC(C)(C)C2)C1 (stereo not given),.,1.0,7,6,2,-1,-3,2
Cc1noc(C)c1NC(=O)N(C)C[C@@H]1Oc2ccc(NC(=O)NC3CCCCC3)cc2CC(=O)N([C@@H](C)CO)C[C@@H]1C,-3,-1.9,11,1[16.7 µM],9,7,.,-2
CO/N=C(/C(=O)N[C@@H]1C(=O)N2C(C(=O)O)=CCS[C@H]12)c1cnc(N)s1,5,.,10,-4,0,.,.,-1
CCC(=O)N1C[C@H](C)[C@H](OC)CN(C)C(=O)c2cc(NC(=O)Nc3ccccc3)ccc2OC[C@@H]1C,-7,1.7,-12,-23[16.7 µM],-6,-10,8,1
Cc1onc(-c2ccccc2Cl)c1C(=O)N1CCC(C)CC1,-1,-3.4,-9,1,-1,14,-8,1
Cc1cc(N2C(=O)C(O)=C(C(=O)c3cccs3)C2c2cccc(O)c2)no1 (stereo not given),8,.,9,2,-5,.,.,0
OC(CN1CCOCC1)Cn1c2ccccc2c2ccccc21 (stereo not given),.,-1.2,14,.,5,4,4,1
C[C@@H]1CN([C@@H](C)CO)C(=O)c2cc(NS(=O)(=O)c3ccc(F)cc3)ccc2O[C@H]1CN(C)Cc1ccc2c(c1)OCO2,-2,-3.2,23,-6[16.7 µM],-1,5,-9,1
NS(=O)(=O)c1ccc(CCNC(=O)c2ccc[nH]c2=S)cc1,.,0.0,-2,.,1,7,3,-1
Cc1ccc(S(=O)(=O)NCCC(=O)NCC(c2ccco2)N2CCCCC2)cc1C (stereo not given),.,-2.5,5,.,2,-6,1,-7
CO[C@@H]1CN(C)C(=O)c2cc(NS(C)(=O)=O)ccc2OC[C@@H](C)N(Cc2cccnc2)C[C@H]1C,19,0.0,2,-1[16.7 µM],.,-9,3,.
O=C(O)CCSc1nc2ccccc2n1Cc1ccccc1,3,0.6,0,3,2,7,-1,-2
COc1ccc(Nc2cc(C(=O)N3CCc4ccccc4C3)c3ccccc3n2)c(OC)c1,.,.,6,52,-4,-11,11,-1
CCOc1ccc(-c2cc(N3C(=O)Nc4ccccc4N3O)on2)cc1,-6,.,.,-1,1,.,5,-2
COc1ccc(C)cc1NC(=O)Cc1csc(NC(=O)Nc2ccccc2OC)n1,.,-1.4,6,-3,1,6,2,-1
CCCN(C)C[C@H]1Oc2ncc(C#CC3CCCCC3)cc2C(=O)N([C@H](C)CO)C[C@H]1C,-14,0.5,-1,-4[16.7 µM],0,12,-5,4
CCN1CCc2c(sc3c2c(NCc2ccco2)nc2nnnn23)C1,15,.,-8,-6,4,12,1,4
Cc1ccc(Cl)cc1NC(=O)CCN1C(=O)C2C3CCC(C3)C2C1=O (stereo not given),-4,-1.1,1,-1,-7,12,3,3
CCN(C(=O)COC(=O)c1cc(Cl)ccc1OC)c1c(N)n(Cc2ccccc2)c(=O)[nH]c1=O,6,1.4,14,-12,-2,.,-11,3
O=C(CCc1nc2sc3c(c2c(=O)[nH]1)CCCC3)N1CCN(c2ccccc2)CC1,.,1.6,4,.,.,-2,6,.
COCCNC(=O)COC(=O)C1=Cc2ccccc2OC1,8,0.8,-3,-1,1,-16,-3,-3
CCOC(=O)N1CCN(C(=O)CN(C2CCCCC2)S(=O)(=O)c2c(C)cc(C)cc2C)CC1,.,.,4,-18,2,.,-3,3
COc1cc(C(=O)c2ccc3c(c2)OCO3)cc(OC)c1OC,-13,2.0,-24,28,2,2,8,-2
Cc1cc(NC(=O)CSc2nnc(CNc3ccc(F)cc3)n2C2CCCCC2)no1,-20,.,0,-4,-2,-16,-3,0
COc1ccc(NC(=O)Nc2ccc3c(c2)C(=O)N([C@@H](C)CO)C[C@@H](C)[C@H](CN(C)C(=O)NC(C)C)O3)cc1,.,0.8,15,2[16.7 µM],-2,14,-18,-1
C/C(=N\Nc1nc(-c2ccccc2)cs1)c1cccs1,.,.,.,-5,-7,1,0,-1
C[C@@H]1CCCCO[C@H](CN(C)Cc2ccc(C(F)(F)F)cc2)[C@@H](C)CN([C@H](C)CO)C(=O)c2cc(NS(=O)(=O)c3ccc(Cl)cc3)ccc2O1,5,-1.0,.,2[16.7 µM],-2,-2,-17,-3
COc1ccc(CN(C)C[C@H]2Oc3c(NS(C)(=O)=O)cccc3C(=O)N([C@@H](C)CO)C[C@@H]2C)cc1,1,-2.0,11,7[16.7 µM],-3,2,.,0
C[C@H](CO)N1C[C@H](C)[C@@H](CN(C)C(=O)Nc2ccc(F)cc2)Oc2ccc(NS(=O)(=O)c3ccccc3)cc2C1=O,2,0.6,28,3[16.7 µM],0,6,.,-2
CCC1(O)CC(c2ccccc2)=NN1C(=O)c1ccccc1F (stereo not given),-5,2.2,.,1,-3,6,-6,1

# Nothing new here: 2 of the compounds above.
SMILES,PGC1a acetyl inh,F508del corr,Statin myotox sup,miR-122 sensor,PglD inh,GSIS activator,FN deposit inh,Cneo AK release
C[C@H](CO)N1C[C@H](C)[C@@H](CN(C)C(=O)Nc2ccc(F)cc2)Oc2ccc(NS(=O)(=O)c3ccccc3)cc2C1=O,2,0.6,28,3[16.7 µM],0,6,.,-2
CCC1(O)CC(c2ccccc2)=NN1C(=O)c1ccccc1F (stereo not given),-5,2.2,.,1,-3,6,-6,1

# In the list so far, three have two or more sulfur atoms.
SMILES,PGC1a acetyl inh,F508del corr,Statin myotox sup,miR-122 sensor,PglD inh,GSIS activator,FN deposit inh,Cneo AK release
CO/N=C(/C(=O)N[C@@H]1C(=O)N2C(C(=O)O)=CCS[C@H]12)c1cnc(N)s1,5,.,10,-4,0,.,.,-1
NS(=O)(=O)c1ccc(CCNC(=O)c2ccc[nH]c2=S)cc1,.,0.0,-2,.,1,7,3,-1
C/C(=N\Nc1nc(-c2ccccc2)cs1)c1cccs1,.,.,.,-5,-7,1,0,-1
